From PubChem
ALOX12 inhib = qHTS Assay for Inhibitors of 12-hLO (12-human lipoxygenase). AID 1452, 2008. actives 0.12% (n = 150,000). purified 12-hLO, xylenol orange hydroperoxide absorbance. Potency, µM (titrated, usually from 57.1 µM), inactives show at the top dose activity change, negative = inhibition, usual class: inhibitors; further: potency means the concentration at half of the fitted maximal effect; nearly all actives have a fitted effect of over 55% in size; many of its hits are not listed in these tables
Target sequence (P18054 whole entry, looked up): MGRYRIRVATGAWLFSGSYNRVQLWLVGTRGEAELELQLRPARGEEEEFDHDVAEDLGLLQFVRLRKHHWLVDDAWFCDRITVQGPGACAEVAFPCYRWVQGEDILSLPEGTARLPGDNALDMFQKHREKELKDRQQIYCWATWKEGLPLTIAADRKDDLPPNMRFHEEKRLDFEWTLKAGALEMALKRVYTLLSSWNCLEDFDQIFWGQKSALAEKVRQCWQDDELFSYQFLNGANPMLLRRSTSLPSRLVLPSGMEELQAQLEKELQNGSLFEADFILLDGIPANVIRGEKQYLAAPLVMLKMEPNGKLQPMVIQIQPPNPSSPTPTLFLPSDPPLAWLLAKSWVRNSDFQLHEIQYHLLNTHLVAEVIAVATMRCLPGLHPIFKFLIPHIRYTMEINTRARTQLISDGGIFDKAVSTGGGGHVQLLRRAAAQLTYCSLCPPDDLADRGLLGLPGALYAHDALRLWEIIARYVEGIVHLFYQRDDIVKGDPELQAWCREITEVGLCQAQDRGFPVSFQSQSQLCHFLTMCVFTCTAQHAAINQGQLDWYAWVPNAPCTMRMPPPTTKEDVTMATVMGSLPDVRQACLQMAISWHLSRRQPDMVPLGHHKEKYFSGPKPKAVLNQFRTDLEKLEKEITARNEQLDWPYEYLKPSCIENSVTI
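Lipoxygenase turnover measured by absorbance at 573 and 405 nm after Fe-XO development. Human 12hLO 150 nM, arachidonate 40 uM, pH 7.0 Hepes buffer with detergent; 15 min compound preincubation, 30 min reaction.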
ALOX15B inhib = qHTS Assay for Inhibitors of 15-hLO-2 (15-human lipoxygenase 2); Potency, µM (doses to about 57.1 µM), for inactives: at the highest dose activity change, negative = inhibition, hits mostly inhibitors; AID 881, 2007; purified 15hLO-2, xylenol orange hydroperoxide absorbance; Polyunsaturated fatty acid lipoxygenase ALOX15B (Homo sapiens), O15296; actives 0.56% (n = 110,000); further: potency means the concentration at half of the fitted maximal effect; nearly all actives have a fitted effect of over 60% in size; many of its hits are not listed in these tables
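Enzyme 50 nM, AA 45 uM, 25 mM Hepes pH 7.5 + 0.01% Triton X-100; cpd preinc 15 min RT, rxn 90 min RT; stop/detect with 200 uM XO + 300 uM Fe(II) in 50 mM H2SO4, 30 min; A573/A405.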
IMPase cell inh = qHTS Assay for Identifying the Cell-Membrane Permeable IMPase Inhibitors | AID 901, 2007 | inhibition (IP1 accumulation), % at 46.1 µM | Inositol monophosphatase 1 (Rattus norvegicus), P97697 | CHO-M1 cells, IP1 accumulation, HTRF TR-FRET ratio | 120,000 tested, under 10 active; active means well fitted curve in the direction sought with a large enough effect in the signal ratio, not every such curve was filed as active; inconclusive means small, poorly fitted or top-dose-only effect, or a change in a side signal; inactive means no such curve, though single readings can be large or run the other way; the % refers to the signal ratio;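 further: cells stimulated with carbachol in lithium chloride buffer; plate controls were DMSO basal wells for no effect and reference inhibitor wells for full effect; higher means more IMPase inhibition seen as more IP1 and lower FRET ratio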
Target sequence (P97697 whole entry, looked up): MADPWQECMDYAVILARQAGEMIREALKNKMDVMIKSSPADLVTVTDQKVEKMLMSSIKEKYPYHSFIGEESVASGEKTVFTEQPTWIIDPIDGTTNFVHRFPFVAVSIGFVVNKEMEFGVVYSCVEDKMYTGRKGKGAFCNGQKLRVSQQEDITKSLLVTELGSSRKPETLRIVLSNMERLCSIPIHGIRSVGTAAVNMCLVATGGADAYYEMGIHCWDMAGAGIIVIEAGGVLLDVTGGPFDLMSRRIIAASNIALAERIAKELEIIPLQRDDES
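Measured: the HTRF emission ratio (665/620 nm) plus the 620 nm donor channel, each fitted to the Hill equation to give AC50. Cells were CHO-M1 given compounds up to 46 uM and a 30 min carbachol stimulation at 37C.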
PNC assembly inh = High Content Assay for Compounds that inhibit the Assembly of the Perinucleolar Compartment; actives 3.1% (n = 140,000); activity change (PNC), negative = inhibition, % at 10 µM; AID 2417, 2010; PC3M PTB-GFP, PNC prevalence imaging, 16 h; active compounds read low;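 active means readout at or below -70, meaning at least 70% loss of cells showing the perinucleolar compartment, a nuclear body marking cancer cells; inconclusive means readout between -30 and a set limit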;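 further: plate controls were DMSO wells for no effect and camptothecin positive control wells for full effect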
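Compounds are pinned in duplicate onto adhered PC3M cells stably expressing GFP-tagged PTB and incubated 16 h at 37 C. Cells are then fixed, nuclei stained with Hoechst, and PNC-positive cells counted.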
The depositor's hits bear a star; u = inconclusive; x = not tested or not shown; & = joins results of further samples; [ ] = another dose, or the depositor's remark. Unless noted, the call rests on the fitted dose curve; in most records, active means well fitted curve in the direction sought with a large enough effect; inconclusive means small, poorly fitted or top-dose-only effect, or another doubt; inactive means no such curve, though single readings can be large; an effect the other way counts as inactive or inconclusive. Unless noted, on the % scale 0 is the no-effect control and ±100 the full control effect. Only part of the results is shown; rates above refer to the full screens.

molecule	ALOX12 inhib	ALOX15B inhib	IMPase cell inh	PNC assembly inh
CCCCC/C=C\C/C=C\C/C=C\C/C=C\CCCC(=O)N[C@H](C)CO	1%[0.00818 µM]	0%[0.0915 µM]	x	x
C[N+](C)(C)Cc1ccccc1	-4%&-4%	-6%	x	u
CC1=NN(c2ccccc2)C(=O)/C1=C/c1c(O)[nH]c(=S)[nH]c1=O	-16%	-20%	7	31
COC[C@]12CN(C=O)C3C4C(OC)C1[C@@]3(C1CC3(O)C(OC)C(O)C4(OC(C)=O)C1C3OC(=O)c1ccccc1)[C@@H](OC)CC2O (stereo not given in full)	3%	0%	x	x
Cc1ccc(N)cc1C	-3%	-7%	x	x
CSc1ncc(/C=C2/C(=O)NC(=O)N(c3ccc(C(C)C)cc3)C2=O)cn1	-12%	x	x	54
Oc1cc2c(cc1O)[C@H]1c3ccccc3CN[C@@H]1CC2	-11%	u	6	x
CCCn1c(C)c(C(=O)c2cccc3ccccc23)c2ccccc21	-12%	5%	15	x
Cc1ccc(N=CN(C)C=Nc2ccc(C)cc2C)c(C)c1	-2%	1%	x	x
COc1cc2c(cc1OC)-c1c(OC)c(OC)cc3c1[C@H](C2)[N+](C)(C)CC3	-2%	x	x	72
CCOC(=O)C1(c2ccccc2)CCN(Cc2cccc(C(=O)O)c2)CC1	1%	4%	2	u
CN1Cc2cccnc2N(C)Cc2cc(Cl)ccc21	1%	x	x	-25
CCCCCCn1c(O)c(C(C)=NC)c(=O)[nH]c1=O	-1%	-1%	6	0
COc1ccc(NP(=O)(Nc2ccc(OC)cc2)Oc2ccccc2)cc1	0%	x	-10	17
COC(=NC1CCCCC1)C(O)c1c[nH]c2ccccc12 (stereo not given)	-3%	-2%	3	u
c1ccc(C(OCCN2CCNCC2)c2ccccc2)cc1	6%	34%[activator]	13	u
CC(Cc1ccccc1Sc1ccccc1O)N(C)C (stereo not given)	16%	18%	35[activator]	-15
CC#CP(=O)(OC)C(O)(CF)c1ccccc1 (stereo not given)	0%	x	x	3
CCn1c(=N)n(Cc2ccccc2F)c2ccccc21	2%	x	x	24
CN(C)c1ccc(/C=C/[N+](=O)[O-])cc1	-1%	x	x	-19
C[C@H](N[C@@H](C)CCc1ccccc1)[C@H](O)c1ccc(O)cc1	-2%	11%	7	x
CC(C)C1(C)N=C(c2ncccc2C(=O)O)NC1=O (stereo not given)	5%	-5%	0	19
COc1ccc2c(c1)/C(=C/c1cnc[nH]1)C(=O)N2	-5%	35%[activator]	u	x
O=C1Nc2ccccc2/C1=C/c1cnc[nH]1	-2%	x	17	32
Nc1ccc(C2(c3ccc(N)cc3)CN3CCC2CC3)cc1	4%	-5%	-4	u
Cc1ccccc1C1=NCC(=S)Nc2ccc(Cl)cc21	18%	x	-10	-3
CCN1CC2(COC(=O)c3ccccc3N)CCC(OC)C34C5CC6C(OC)CC(O)(C5C6OC)C(O)(C(OC)C23)C14 (stereo not given)	-5%	-3%	-7	15
C[C@@H](Cc1ccc(O)cc1)NC[C@@H](O)c1cc(O)cc(O)c1	-1%[25.6 µM]	7%[25.6 µM]	-1[20.6 µM]	x
Cc1ccc(-c2nc3ccc(C)cn3c2CC(=O)N(C)C)cc1	0%	-5%	x	x
CC1CCCN(C(=O)c2ccc(N3CC4CC(C3)c3cccc(=O)n3C4)c([N+](=O)[O-])c2)C1 (stereo not given)	-2%	x	x	-116*

Among those listed so far, 2 contain a Cl atom:
molecule	ALOX12 inhib	ALOX15B inhib	IMPase cell inh	PNC assembly inh
CN1Cc2cccnc2N(C)Cc2cc(Cl)ccc21	1%	x	x	-25
Cc1ccccc1C1=NCC(=S)Nc2ccc(Cl)cc21	18%	x	-10	-3

Remaining list, next part:
molecule	ALOX12 inhib	ALOX15B inhib	IMPase cell inh	PNC assembly inh
O=C(c1ccccc1)c1cn(CC(=O)N2CCCc3ccccc32)c2ccccc12	0%	-5%	18	11
CC(C)CC(=O)C[C@H](O)C(Cl)(Cl)Cl	-1%[11.4 µM]	-1%[11.4 µM]	x	x
C[C@@H]1NCCc2cc(O)c(O)cc21	-6%[25.6 µM]	-14%[25.6 µM]	0[20.6 µM]	x
Cc1ccc(-n2c(O)c(/C=N/N3CCCCC3c3cccnc3)c(=O)[nH]c2=S)cc1 (stereo not given)	-1%	x	-1	-10
CCOC(=O)c1c(-n2c(C)cc(C=C3C(=O)NC(=O)NC3=O)c2C)sc2c1CCCC2	-5%	u	11	36
Nc1ccc(Cl)cc1C(=O)c1ccccc1Cl	-3%	x	x	u
CC(C)(C)NC[C@H](O)c1ccccc1Cl	-1%	3%	-6	x
COc1ccccc1CCNC1CCCC(C)C1 (stereo not given)	0%	x	x	16
C=CCN1C[C@@H](C)N([C@H](c2ccc(C(=O)N(CC)CC)cc2)c2cccc(OC)c2)C[C@H]1C	-3%	17%	13	x
COc1cc2cc(c1Cl)N(C)C(=O)C[C@H](OC(=O)C(C)C)[C@]1(C)O[C@@H]1[C@@H](C)[C@H]1C[C@](O)(NC(=O)O1)[C@@H](OC)/C=C\C=C(\C)C2	0%[11.4 µM]	-4%[11.4 µM]	x	x
COC(C)(C)CCCC(C)C/C=C/C(C)=C/C(=O)OC(C)C (stereo not given)	0%	7%	x	x
CC1=CC(=O)c2c(O)cccc2C1=O	-13%&-23%	-11%&-10%	23	x
C[C@H](N)Cc1cnc[nH]1	0%&-2%	19%&6%	-8&1	x
CCCN(CCC)C1Cc2cc(OC)c(OC)cc2C1	-3%&-3%	12%&7%	12&12	x
CNC(=O)O/N=C/C(C)(C)S(C)=O (stereo not given)	1%	-14%	x	x
CC(=O)N[C@@H]1CCSC1=O	-3%[25.6 µM]	4%[25.6 µM]	-1[20.6 µM]	x
O=[N+]([O-])OC1CO[C@H]2C(O[N+](=O)[O-])COC12 (stereo not given in full)	-2%	2%	x	x
OCC(O)Cc1ccc2c(c1)OCO2 (stereo not given)	-4%	-3%	x	x
C1CCC2CCCCC2C1 (stereo not given)	-2%	4%	x	x
O=P(O)(O)CCP(=O)(O)O	1%[11.4 µM]	-3%[11.4 µM]	x	x
C=CC1CN2CCC1CC2C(O)c1ccnc2ccccc12 (stereo not given)	0%&-1%	14%&-3%	x	x
COC(=O)c1c(C)n(Cc2ccc3c(c2)OCO3)c2ccc(O)cc12	-14%	-19%	-5	11
COC(=O)C(O)(c1ccc(N(C)S(=O)(=O)c2ccccc2)cc1)C(F)(F)F (stereo not given)	1%	3%	2	-10
COc1ccc(C(C)=O)cc1CC(C(=O)c1ccc(F)cc1)N(C)C (stereo not given)	-6%	x	-4	-93*
CCOc1ccccc1N1C(=O)NC(=O)C(CCc2ccncc2)(CCc2ccncc2)C1=O	-2%	x	-7	-14
CC(C)(C)c1o[nH]c(=O)c1C[C@H](N)C(=O)O	-2%&-7%	15%&4%	-2&5	x
O=C1NC(=O)[C@]2(Cc3ccccc3N3CCN(c4ccccc4)CC32)C(=O)N1c1ccccc1 (stereo not given in full)	-17%	u	0	-22
N#CSCC(=O)N1c2ccccc2CCc2ccccc21	-3%	x	x	u
Cc1nnc2ccc(N3CCN(C)CC3)nn12	0%	-8%	3	-17
O=C(Cc1cccs1)N1CCC2(CC1)OCCO2	0%	-1%	-17	17
Oc1c(Br)c(Br)c(Br)c(Br)c1Br	-9%	-29%	x	x
Cc1cc(NC(=O)COC(=O)c2c(C)nn(Cc3ccccc3Cl)c2Cl)no1	0%	-7%	-1	37
CCSc1nnc([C@@H](N)Cc2ccccc2)o1	2%	4%	-2	u
CCC(COC(=O)c1cc(OC)c(OC)c(OC)c1)(c1ccccc1)N(C)C (stereo not given)	-1%&12%	19%	x	46
C=CCSSCC=C	-9%	-9%	x	x
Cc1cc(CN(C)C)c(OC(=O)N(C)C)cc1C	2%	0%	7	-122*
CC(C)C[C@H]1C(=O)N2CCC[C@H]2[C@]2(O)O[C@](NC(=O)[C@@H]3C=C4c5cccc6[nH]c(Br)c(c56)C[C@H]4N(C)C3)(C(C)C)C(=O)N12	-8%[0.00818 µM]	49%[activator][0.0915 µM]	x	x
CCC1(c2ccccc2)C(=O)N(COC)C(=O)N(COC)C1=O	-2%	4%	0	u
Clc1cccc(N2CCNCC2)c1	3%&8%	30%&16%[activator]	3&3	x
N[C@H](Cc1c[nH]c2ccccc12)P(=O)(O)O	1%[11.4 µM]	-1%[11.4 µM]	x	x
CN1C2CC3CC1C(O3)C2O (stereo not given)	-2%	1%	x	x
CCOC(=O)c1c(C)n(Cc2ccccc2)c2ccc(OCC(O)Cn3nc(C)cc3C)cc12 (stereo not given)	-5%	x	x	-80*
OC12ONC(c3ccccn3)C1N1CCC2CC1 (stereo not given)	1%	x	x	u
CC(=O)c1ccc2c(c1)C1C(Cl)C(Sc3ccccc3[N+](=O)[O-])CC1C(c1ccccc1[N+](=O)[O-])N2 (stereo not given)	u	x	20	u
O=P(O)(O)C12CC3CC(CC(C3)C1)C2	-1%	4%	-5	15
CC1CC(C)C(=O)[C@H](C(O)CC2CC(=O)NC(=O)C2)C1 (stereo not given in full)	-1%	-6%	x	x
O=C(O)c1cc[c]([Hg][S]c2ncnc3nc[nH]c23)cc1	u	2.5µM*	x	x
C=CCN	1%[0.00818 µM]	-6%[0.0915 µM]	x	x
CN1C(=O)C(O)N=C(c2ccccc2)c2cc(Cl)ccc21 (stereo not given)	-3%[0.00818 µM]	-8%[0.0915 µM]	x	x
CCN1C(=O)C(=Cc2ccc(C)s2)C(=O)N(CC)C1=S	-18%	x	x	50
CCCCCCC(C)(C)c1cc(OC)c2c(c1)OC(C)(C)[C@@H]1CC=C(C)C[C@@H]21	-1%[0.00818 µM]	15%[0.0915 µM]	x	x
CCCCn1c(O)c(/C(CC)=N/N2CCCCC2c2cccnc2)c(=O)[nH]c1=S (stereo not given)	-2%	x	x	16
Cc1ccc(N)cc1Cl	-1%	-16%	x	x
CCOc1ccc(-n2c(O)c(C=NCCN3CCNCC3)c(=O)[nH]c2=O)cc1	3%	-4%	0	18
CCC1CCCCN1P(=O)(c1ccc(C)o1)C(C)(C)C (stereo not given)	0%	-8%	-5	u
CC(C)C#N	0%	4%	x	x
CCN(C(=O)Oc1ccccc1)c1ccc(C(O)(C(=O)OC)C(F)(F)F)cc1 (stereo not given)	0%	x	-7	-7
O=c1[nH]c(=O)n(Cc2ccco2)c(O)c1/C=N/N1CCCCC1	-1%	x	-2	u
CNC(=O)Oc1cccc2ccccc12	-8%	-25%	x	x
CN(C)C1=NP(N(C)C)(N(C)C)=NC(c2ccccc2)=N1	-2%	-3%	1	-4
C[C@H](CCC(=O)O)[C@H]1CC[C@H]2[C@@H]3CC[C@@H]4C[C@H](O)CC[C@]4(C)[C@H]3CC[C@]12C	0%[0.00818 µM]	u	4	x
CC(=O)OC1CC[C@]2(C)C(CCC3C2CC[C@]2(C)C(C4=CC(=O)OC4)C(OC(C)=O)CC32O)C1 (stereo not given in full)	6%	1%	x	x
CC(O)CNc1ccc([N+](=O)[O-])c2cccnc12 (stereo not given)	2%	x	x	5
